HT1080 IDH1KD tx: qHTS for induction of synthetic lethality in tumor cells producing 2HG: qHTS for the HT-1080-IDH1KD cell line. Potency, µM (top dose mostly 46.1 µM), for the others: at the top dose activity, negative = toxicity, actives largely listed as cytotoxic. HT-1080 IDH1 knockdown viability, ATP luminescence, 48 h. actives 2% (n = 360,000);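 also: potency is read from the fitted curve at half-maximal effect; 0% = DMSO wells and -100% = cell-free medium wells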
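IDH1KD HT-1080 cells, 750/well, RPMI + 5% FBS; compound pinned after 2 h settling; 48 h, 37 °C; CellTiter-Glo luminescence; % activity normalised to DMSO and no-cell wells; curves fitted, classed by r2 and efficacy.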
MCF10A rerep: A quantitative high throughput screen for small molecules that induce DNA re-replication in MCF 10a normal breast cells; MCF 10A DNA re-replication, Hoechst nuclear intensity, 48 h; AID 624296, 2012; actives 2.9% (n = 350,000); Potency, µM (doses to about 46.1 µM), for inactives: at the highest dose activity, positive = re-replication, usual class: activators; also: potency is read from the fitted curve at half-maximal effect; % of control where 0% means no effect; nearly all actives have a fitted effect of over 50% in size
HT1080-NT tox: qHTS for induction of synthetic lethality in tumor cells producing 2HG: qHTS for the HT-1080-NT fibrosarcoma cell line | Potency, µM (top dose mostly 46.1 µM), without a hit: top-dose activity, negative = less viability, usual class: cytotoxic | HT-1080-NT fibrosarcoma viability, CellTiter-Glo ATP luminescence, 48 h | actives 1.6% (n = 360,000);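 also: NT is the 2HG producing partner of a matched IDH1 knockdown line; potency is read from the fitted curve at half-maximal effect; 0% = DMSO-treated cells and -100% = media-only wells without cells; nearly all actives have a fitted effect of over 55% in size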
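Toxicity toward the 2HG-producing NT line was scored as %Activity, normalised to DMSO and no-cell wells, from CellTiter-Glo luminescence after 48 hours' treatment.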
KB-3-1 cytotox: qHTS assay for MDR1-selective chemotherapeutics: Primary screen using the parental adenocarcinoma cell KB-3-1; KB-3-1 viability, CellTiter-Glo ATP luminescence, 72 h; actives 1.4% (n = 400,000); AID 1347075, 2019; Potency, µM (highest dose often 46.1 µM), for inactives: at the highest dose activity change, negative = cytotoxic, usual class: cytotoxic; also: potency is read from the fitted curve at half-maximal effect; % is scaled to controls: 0 for no effect and ±100 for the full control effect; nearly all actives have a fitted effect of over 60% in size
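Here the drug-naive KB-3-1 line serves as comparator for MDR sub-line selectivity; cells received compound titrations, 72 h at 37 °C, then CellTiter-Glo readout.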
SW480 rerep: A quantitative high throughput screen for small molecules that induce DNA re-replication in SW480 colon adenocarcinoma cells. SW480 DNA re-replication, Hoechst DNA content imaging, 48 h. Potency, µM (series often up to 46.1 µM), without a hit: top-dose re-replication activation, usual class: activators. actives 1.8% (n = 340,000); also: potency is read from the fitted curve at half-maximal effect; % of control where 0% means no effect; nearly all actives have a fitted effect of over 55% in size
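Image-based DNA-content assay: after two days of treatment, nuclei were labelled with the DNA dye Hoechst and imaged, and hits were compounds raising the count of nuclei showing high fluorescence intensity.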
IL1B secr inh: qHTS for Inhibitors of Inflammasome Signaling: IL-1-beta AlphaLISA Primary Screen | THP-1 LPS/ATP IL-1B secretion, AlphaLISA, 16 h; hits give low values | activity change, % at 57.5 µM | actives 4.7% (n = 360,000); in the data active = activity change below about -50%; inconclusive = mostly about -30% to -49%; also: % is scaled to controls: 0 for no effect and ±100 for the full control effect
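THP-1 cells pretreated 1 hr with compounds (up to 57.5 uM final), then stimulated with LPS (250 ng/mL final) plus ATP (1.25 mM final); secreted IL-1B measured by AlphaLISA after 16 hr, decreased signal indicating inhibition.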
KB-V1 cytotox: qHTS assay for MDR1-selective chemotherapeutics: Primary screen using the drug-selected MDR subline cells KB-V1. KB-V1 MDR cells viability, CellTiter-Glo, 72 h. AID 1347076, 2019. Potency, µM (titrated, usually from 46.1 µM), inactives show top-dose activity change, negative = cytotoxicity, actives largely listed as cytotoxic. actives 3.4% (n = 400,000); also: potency is read from the fitted curve at half-maximal effect; % is scaled to controls: 0 for no effect and ±100 for the full control effect; nearly all actives have a fitted effect of over 60% in size
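Following 72 h at 37 degrees C with compound, KB-V1 cell viability was read by CellTiter-Glo luminescence, medium being phenol-red-free DMEM plus 10% FBS; concentration-response parameters came from normalized, curve-fitted qHTS data.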
S2 tox: Viability Counterscreen for Primary qHTS for Inhibitors of ATXN expression; AID 651635, 2014; Potency, µM (doses to about 56.7 µM), hits mostly cytotoxic; actives 0.49% (n = 400,000); S2 cells (HEK-293 line with an ATXN2-luciferase reporter) viability, CellTiter-Fluor protease fluorescence, 24 h; also: potency is read from the fitted curve at half-maximal effect; nearly all actives have a fitted effect of over 40% in size
ATXN2 expr inh: Primary qHTS for Inhibitors of ATXN expression; HEK-293 ATXN2-luciferase reporter, luminescence, 24 h; Potency, µM (titrated, usually from 57 µM), inactives show top-dose activity change, negative = inhibition, actives largely listed as inhibitors; actives 0.72% (n = 360,000); AID 1745845, 2022; also: potency is read from the fitted curve at half-maximal effect; % is scaled to controls: 0 for no effect and ±100 for the full control effect; nearly all actives have a fitted effect of over 55% in size
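ATXN2-luciferase reporter cells (luciferase flanked by upstream and downstream ATXN2 gene portions) were treated 24 h at 37 °C with compounds at up to 57 uM. SteadyGlo luminescence gave expression; GF-AFC fluorescence gave viability.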
* hit, by the source's call; i = inactive; u = inconclusive; x = no result given; [ ] = another dose, or the depositor's remark. Unless noted, calls follow the shape of the dose curve; as a rule, active = well fitted curve in the direction sought with a large enough effect; inconclusive = small, poorly fitted or top-dose-only effect, or another doubt; inactive = no such curve, though single readings can be large; an effect the other way counts as inactive or inconclusive.

SMILES	HT1080 IDH1KD tx	MCF10A rerep	HT1080-NT tox	KB-3-1 cytotox	SW480 rerep	IL1B secr inh	KB-V1 cytotox	S2 tox	ATXN2 expr inh
COCCN(C(=S)Nc1ccc(OC)cc1)C(C)c1cccs1 (centres undefined)	12.8%	u	19.0%	-1.3%	-2.4%	-4.3	-3.4%	i	-3.6%
O=C1CC(c2ccccc2)CC(O)=C1C=NCCN1CCNCC1 (centres undefined)	-2.1%	-7.3%	-0.3%	10.0%	-3.7%	3.0	2.2%	i	-3.2%
COc1ccc(NC(=O)Nc2ccc(C(C)C)cc2)cc1	10.7%	3.7%	21.9%	-0.9%	5.1%	-22.5	-9.3%	i	32.9%
Cc1c(-c2ccccc2)oc2c(C(=O)OCC(=O)Nc3ccc(C(N)=O)cc3)cccc2c1=O	9.6%	6.3%	6.5%	1.5%	202.7%	1.1	6.1%	i	x
CCOc1ccc(N/C(N)=N/c2nc(C)cc(C)n2)cc1	-1.1%	5.4%	-16.8%	0.5%	8.1%	-3.1	5.5%	u	x
CC(C)(C)c1cc(C(=O)NCCN2CCCC2)cc(C(C)(C)C)c1	u	16.2%	-16.4%	-7.0%	u	u	-22.3%	i	1.9%
CC(C)(C)C(=O)NCCc1nc2ccccc2n1CCCCOc1ccc(Cl)cc1	x	x	x	-3.0%	x	x	-18.5%	u	u
COc1cccc(C2C(C(=O)Nc3ccc(Cl)cc3)=C(C)Nc3nc4ccccc4n32)c1 (centres undefined)	x	x	x	-0.1%	x	x	u	i	-1.7%
Cc1cc(C)cc(Oc2ccc(N)cc2)c1	1.1%	-5.0%	-4.5%	11.1%	4.5%	-23.2	25.6%	i	4.2%
O=C(CCC(=O)OCc1cccc([N+](=O)[O-])c1)Nc1ccccc1Cl	16.8%	-4.7%	15.7%	21.3%	-1.0%	-7.1	-1.3%	i	16.3%[11.3 µM]
CNS(=O)(=O)c1cccc(C(=O)OCc2cc(=O)n3cc(Br)ccc3n2)c1	3.8%	0.2%	-0.5%	0.0%	-2.8%	3.4	-25.9%	i	-9.0%
CC(=O)N1c2ccc(S(=O)(=O)N3CCC(C(=O)Nc4ccccn4)CC3)cc2CC1C (centres undefined)	-9.9%	1.5%	-6.5%	-4.8%	u	12.3	-19.8%	i	-23.0%
Cc1sc2nc(C(C)C)oc(=O)c2c1C	15.4%	u	15.1%	3.0%	-3.2%	10.2	15.3%	i	1.7%
O=Cc1ccc(N2N=C(c3ccccc3)CC2c2ccccc2)cc1 (centres undefined)	-1.5%	u	-20.7%	-28.0%	u	6.6	7.8%	x	u
COc1ccc(CNS(=O)(=O)c2ccc(N3CCCC3)cc2Br)cc1	-3.5%	-2.0%	-9.6%	8.0%	-3.3%	-3.0	u	i	-14.7%
O=[N+]([O-])c1ccc(OCc2n[nH]c(=S)n2-c2ccccc2)cc1	0.1%	u	-8.8%	19.1%	-7.2%	15.2	u	i	-2.5%
Cc1ncoc1C(=O)N1CCCC(C(=O)Nc2cccc(-c3ccc(F)cc3)c2)C1 (centres undefined)	-1.5%	0.2%	-4.8%	x	-6.3%	-8.9	x	i	3.8%
O=C(NN1CCOCC1)c1c(-c2ccccc2)sc2ccccc12	0.9%	u	-12.9%	2.8%	-0.7%	13.5	26.7%	i	11.4%
Fc1ccc(-c2nc(-c3cccs3)[nH]c2-c2ccc(F)cc2)cc1	-17.2%	u	-4.4%	18.4µM*	82.9%	-62.8*	16.4µM*	u	-4.4%
COc1ccc(S(=O)(=O)N2CCOCC2)cc1C(=O)Nc1nc2ccccc2s1	-2.2%	-7.9%	3.9%	12.3%	0.0%	8.7	-11.4%	i	-0.5%
CC(Nc1nc(N2CCNCC2)nc2ccccc12)c1ccccc1 (centres undefined)	14.6µM*	46.1%	u	-2.3%	13.0%	-103.7*	-20.4%	u	u
CCc1nnc(SCC(=O)NC2CCCCC2)nc1CC	19.0%	-9.1%	9.9%	-1.0%	-5.0%	6.5	-18.8%	i	-7.2%
CCOC(=O)C1CCCN(C(=O)c2ccc(SC(F)(F)F)cc2)CC1 (centres undefined)	7.3%	x	19.0%	0.0%	x	40.0	2.9%	i	-12.0%
Cc1cc(C)cc(NC(=O)CSCc2cnn(-c3ccccc3)c2-n2cccc2)c1	-2.8%	u	-2.2%	0.0%	u	-27.1	18.4µM*	i	-3.8%
CCc1ccc2c(COC(=O)c3n[nH]c4ccccc34)cc(=O)oc2c1	u	11.3%	-16.4%	0.0%	-2.7%	3.4	-18.2%	i	46.6%[activator]

A second format for part of the listing above.
structure | HT1080 IDH1KD tx | MCF10A rerep | HT1080-NT tox | KB-3-1 cytotox | SW480 rerep | IL1B secr inh | KB-V1 cytotox | S2 tox | ATXN2 expr inh
O=C(CCC(=O)OCc1cccc([N+](=O)[O-])c1)Nc1ccccc1Cl | 16.8% | -4.7% | 15.7% | 21.3% | -1.0% | -7.1 | -1.3% | i | 16.3%[11.3 µM]
CNS(=O)(=O)c1cccc(C(=O)OCc2cc(=O)n3cc(Br)ccc3n2)c1 | 3.8% | 0.2% | -0.5% | 0.0% | -2.8% | 3.4 | -25.9% | i | -9.0%

Arranged by value in IL1B secr inh (high to low): 3 of the compounds above
| smiles | IL1B secr inh |
| --- | --- |
| O=[N+]([O-])c1ccc(OCc2n[nH]c(=S)n2-c2ccccc2)cc1 | 15.2 |
| COCCN(C(=S)Nc1ccc(OC)cc1)C(C)c1cccs1 (centres undefined) | -4.3 |
| CC(Nc1nc(N2CCNCC2)nc2ccccc12)c1ccccc1 (centres undefined) | -103.7* |

Next section:
SMILES	HT1080 IDH1KD tx	MCF10A rerep	HT1080-NT tox	KB-3-1 cytotox	SW480 rerep	IL1B secr inh	KB-V1 cytotox	S2 tox	ATXN2 expr inh
Cc1ccc(S(=O)(=O)N2CCC(C(=O)Nc3nnc(C)s3)CC2)cc1	12.6%	-5.8%	0.0%	17.9%	-8.4%	-3.8	-3.6%	i	-7.0%
COc1ccc(C(=O)Nc2sc(C(=O)N(C)C)c(C)c2C#N)cc1[N+](=O)[O-]	-1.0%	-61.9%[inhibitor]	-1.2%	u	u	0.0	18.4µM*	i	-26.8%
CCN(CC)c1ccc(NC(=O)c2ccc3c(c2)OCO3)c(C)c1	-19.0%	u	-11.7%	u	24.5%	-16.8	-59.3%	i	19.6%
O=C(CSC(=S)N1CCOCC1)Nc1ncc2c(n1)CC(c1ccco1)CC2=O (centres undefined)	11.4%	-7.1%	6.8%	19.5%	-14.6%	12.4	-7.8%	i	-9.4%
O=C(COC(=O)CCSc1ccccc1)Nc1cc(F)ccc1F	7.9%	2.0%	4.5%	0.4%	0.3%	14.7	-7.7%	u	x
CN(C(=O)CC1C(=O)NCCN1Cc1cccc(C(F)(F)F)c1)C1CCOCC1 (centres undefined)	11.9%	23.7%	8.8%	-0.5%	-1.2%	0.0	24.6%	i	9.9%
CCC1C(=O)N(c2nc(C)cc(C)n2)N=C1C (centres undefined)	8.1%	u	4.6%	13.7%	-7.3%	-5.1	u	i	4.5%
CNC(=O)c1cc(Nc2nnc(-c3ccc(C)c(S(N)(=O)=O)c3)c3ccccc23)ccc1OC	-30.1%	-1.6%	-6.5%	-9.6%	8.7%	-73.8*	u	i	-29.8%
Cc1nnc(N2CCOCC2)c2nn(-c3cccc(Cl)c3)c(C)c12	0.9%	-0.7%	-3.5%	4.4%	-5.6%	u	3.66µM*	i	-14.7%
CC(C)(C)NC(=O)C(c1ccccc1F)n1c(=O)c(-c2ccccc2)nc2ccccc21 (centres undefined)	-0.6%	x	9.5%	-14.1%	x	-3.6	-31.8%	x	x
COc1ccccc1CN1CCN(C(=O)c2cccc3ccccc23)CC1	1.3%	-7.7%	2.8%	-0.8%	-4.9%	-11.2	-4.8%	u	-17.5%
O=C1CS/C(=N/N=C/c2ccncc2)N1	-0.8%	-15.6%	-5.3%	-21.2%	10.2%	x	u	x	21.1%
CC(C)Cn1cnc2c(SCc3ccccc3Cl)nc(N)nc21	u	u	-20.7%	u	-8.6%	u	u	i	29.8%
O=C(NCCc1ccc([N+](=O)[O-])cc1)c1ccccc1	8.8%	-5.4%	7.1%	1.9%	-9.6%	-10.3	6.1%	i	-1.9%
CCOC(=O)COc1ccc2c(C#N)c3ccccn3c2c1	-1.4%	20.6µM*	12.4%	2.0%	u	15.7	1.1%	x	x
CCOc1ccccc1-c1nc(-c2ccc(NC(=O)c3ccc(Br)o3)cc2)no1	u	u	u	7.7%	-1.7%	-18.3	-4.8%	u	-17.0%
CCCN(CCC)CCN1C(=O)C2C(C(=O)Nc3cccc(SC)c3)C3C=CC2(O3)C1C(=O)NC1CCCCC1 (centres undefined)	-22.7%	-7.5%	-8.4%	0.0%	u	-56.3*	9.1%	i	-7.1%
O=C(O)c1c[nH]c2ccc(S(=O)(=O)N3CCOCC3)cc12	10.9%	0.0%	15.0%	-1.1%	-0.7%	6.9	4.2%	i	4.0%
Cc1ccc(S(=O)(=O)n2nc(OC(=O)c3ccco3)cc2N)cc1	-6.9%	7.5%	-5.4%	-0.9%	1.1%	-13.6	2.5%	u	-9.2%
C(#Cc1c(-c2ccsc2)sc2ccccc12)c1ccsc1	8.2%	u	19.6%	4.0%	-0.4%	22.9	9.4%	i	-9.5%
CCC(CC)C(=O)NCCc1cc2c(C)ccc(C)c2[nH]c1=O	-0.8%	0.4%	7.3%	14.1%	-0.3%	-9.2	2.6%	i	2.5%
O=C(CCC1CCCN(C(=O)Cn2cnnn2)C1)NCc1ccc(F)c(F)c1 (centres undefined)	-3.2%	-2.9%	-3.4%	-4.6%	0.8%	16.1	-15.3%	i	5.9%
O=C(OCCN1CCN(C2=NS(=O)(=O)c3ccccc32)CC1)c1ccccc1F	4.0%	0.2%	-1.3%	-1.1%	-6.0%	15.7	19.3%	i	-4.0%
